Screens: PubChem BioAssay, several laboratories
RGS7-Gao reg: RGS7-Galphao binding modulators, primary screen, biochemical, multiplexed bead flow cytometry | Guanine nucleotide-binding protein G(o) subunit alpha (Homo sapiens), P09471 | actives lie on both sides | binding response (% of control), % at 10 µM | actives 0.35% (n = 220,000) | AID 1439, 2008; in the data active means binding response below about 49% or above about 150%; inconclusive means no clear call, values can overlap the other calls; inactive means in between;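 further: fluorescent Galphao held in activated GDP-AlF4 state binding bead-coupled RGS7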
Target sequence (P09471 whole entry, looked up): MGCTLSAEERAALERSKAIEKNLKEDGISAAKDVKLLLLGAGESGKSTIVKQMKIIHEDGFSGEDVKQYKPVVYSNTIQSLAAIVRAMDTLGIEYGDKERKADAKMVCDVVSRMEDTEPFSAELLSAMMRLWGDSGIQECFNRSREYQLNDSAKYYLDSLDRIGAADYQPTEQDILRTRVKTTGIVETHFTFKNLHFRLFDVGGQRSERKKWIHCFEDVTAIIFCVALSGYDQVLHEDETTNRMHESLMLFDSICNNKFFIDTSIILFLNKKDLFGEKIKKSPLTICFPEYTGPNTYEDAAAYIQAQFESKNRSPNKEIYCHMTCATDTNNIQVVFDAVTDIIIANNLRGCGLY
ABCG2 block: ABCG2 efflux pump inhibitors, primary screen, multiplex with ABCB1, IgMXP3 cells, flow cytometry | Broad substrate specificity ATP-binding cassette transporter ABCG2 (Homo sapiens), Q9UNQ0 | JC-1 efflux | inhibition, % at 6.6 µM | actives 0.1% (n = 190,000);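 active means inhibition above 80%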;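 further: 0% = DMSO and 100% = nicardipine control wells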
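Test system: IgMXP3 cells (ABCG2) mixed with DDAO far-red-labelled CCRF-Adr cells (ABCB1). Reagent: JC-1 transporter substrate. Compound dosing: single test compound dose, 6.6 µM final. Times: 10 min compound exposure, 25 °C. Detection: flow cytometry of retained JC-1 fluorescence. Read-out basis: efflux inhibition in percent versus controls. Controls: nicardipine and DMSO wells.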
Pf gamet viab: late stage P. falciparum gametocyte viability inhibitors, primary screen, ATP luminescence, HTS. inhibition, % at 10.9 µM. P. falciparum stage V gametocytes, 24 h. actives 0.065% (n = 150,000);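 active means inhibition above the mean plus 3 SD of compounds within the control limits, set per campaign, cut at about 38% in these data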;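 further: 0% = DMSO wells and 100% = medium only without gametocytes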
Mcl1-Noxa inh: Mcl-1/Noxa binding inhibitors, primary screen, biochemical, TR-FRET, 1536-well; Induced myeloid leukemia cell differentiation protein Mcl-1 (Homo sapiens), Q07820; TR-FRET Mcl-1/Noxa peptide binding, 2 h; inhibition, % at 21.7 µM; actives 1.5% (n = 220,000); AID 1022, 2008;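 active means compounds that cut the protein-peptide binding signal by more than 50% relative to plate controls in a single-dose test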;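 further: His-tagged Mcl-1 with rhodamine Noxa BH3 peptide and terbium anti-His antibody; 0% = Mcl-1 plus Noxa peptide wells and 100% = peptide-only wells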
Target sequence (Q07820 whole entry, looked up): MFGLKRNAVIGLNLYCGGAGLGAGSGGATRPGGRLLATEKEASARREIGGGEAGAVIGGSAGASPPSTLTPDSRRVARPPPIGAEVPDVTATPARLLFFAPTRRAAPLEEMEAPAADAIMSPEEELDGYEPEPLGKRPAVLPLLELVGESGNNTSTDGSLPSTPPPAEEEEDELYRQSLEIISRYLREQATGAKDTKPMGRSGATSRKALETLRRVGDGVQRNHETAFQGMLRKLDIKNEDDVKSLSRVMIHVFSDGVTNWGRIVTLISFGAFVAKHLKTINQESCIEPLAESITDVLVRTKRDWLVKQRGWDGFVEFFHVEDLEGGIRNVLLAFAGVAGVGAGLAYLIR
Mcl1-Bid inh: Mcl-1/Bid binding inhibitors, primary screen, biochemical, TR-FRET, 1536-well | actives 0.97% (n = 220,000) | TR-FRET Mcl-1/Bid-Dy647 peptide binding | inhibition, % at 21.7 µM;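 active means compounds that cut the binding signal by more than half at the single screening dose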;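 further: His-tagged Mcl-1 with europium anti-His antibody binding Bid BH3 peptide; 0% = Mcl-1 plus peptide wells and 100% = peptide-only wells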
ABCB1 inh: ABCB1 efflux pump inhibitors, primary screen, cell-based, multiplex, flow cytometry, ABCG2 counter-screen. ATP-dependent translocase ABCB1 (Homo sapiens), P08183. CCRF-Adr cells, JC-1 efflux. inhibition, % at 6.6 µM. actives 0.067% (n = 190,000). AID 1326, 2008; in the data active means inhibition above about 40%;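 further: 0% = vehicle and 100% = reference inhibitor; higher value means more JC-1 retained so stronger ABCB1 efflux block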
GSH bead fluor: compound fluorescence on glutathione beads, profiling panel, artefact control, biophysical, 488/530 nm, flow cytometry. GSH beads flow cytometry, compound fluorescence 488/530 nm; hits give high values. fluorescence (KMESF) at 10 µM. actives 0.25% (n = 190,000); in the data active means fluorescence above about 89;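 further: glutathione beads carrying GST-tagged Bcl family fusion proteins plus one bare bead set; values are compound well signal with DMSO vehicle wells as background; inactives centre near 16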
RGS8-Gao: RGS8-Galphao binding modulators, primary screen, biochemical, multiplexed bead flow cytometry. actives lie on both sides. response (percent of control binding), % at 10 µM. actives 0.34% (n = 220,000). AID 1423, 2008; in the data active means response below about 60% or above about 140%; inactive means in between;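 further: Galphao activated as the GDP aluminium fluoride complex binding bead-coupled RGS8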
RGS4-Gao reg: modulators of RGS4 binding to Galphao, primary screen, biochemical, multiplexed bead flow cytometry; Guanine nucleotide-binding protein G(o) subunit alpha (Homo sapiens), P09471; actives lie on both sides; binding response (% of control), % at 10 µM; actives 0.33% (n = 220,000); in the data active means binding response below about 49% or above about 150%; inactive means in between;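 further: fluorescent Galphao activated with aluminum fluoride binding bead-coupled RGS4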
Bim-Mcl-1: inhibitors of Bim peptide binding to Mcl-1, primary screen, biochemical, bead-based flow cytometry, multiplex | Induced myeloid leukemia cell differentiation protein Mcl-1 (Homo sapiens), Q07820 | Bim peptide-Mcl-1 binding | inhibition, % at 10 µM | actives 0.1% (n = 190,000); in the data active means inhibition above about 40%;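 further: 0% = no compound tracer wells and 100% = peptide blocker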
Avidin fluor: green autofluorescence of compounds with avidin beads – biophysical, 488/530 nm, flow cytometry, artefact control, profiling panel. actives 0.38% (n = 220,000). fluorescence (KMESF) at 10 µM. compound fluorescence 488/530 nm; hits give high values. AID 1775, 2009; in the data active means fluorescence above about 47; further: inactives centre near 10
* = called active by the depositor; ? = inconclusive; . = no result given.

structure	RGS7-Gao reg	ABCG2 block	Pf gamet viab	Mcl1-Noxa inh	Mcl1-Bid inh	ABCB1 inh	GSH bead fluor	RGS8-Gao	RGS4-Gao reg	Bim-Mcl-1	Avidin fluor
CC(C)Oc1ccc(Nc2ncnc3ccccc23)cc1	95	8	16	17	-11	1.8	15	102	100	-4	12
COc1ccc(CNC(=O)C(c2ccco2)N(C(=O)c2csnn2)c2cccc(C)c2C)cc1 (stereo not given)	103	1	.	10	-6	1.0	20	101	102	-10	6
C/C(=N\N1C(=O)c2ccccc2NC1c1ccccc1)c1ccccc1O (stereo not given)	104	0	2	10	-24	0.0	19	100	102	-2	10
CN(Cc1ccccc1)Cc1nc2c(c(=O)n(C)c(=O)n2C)n1Cc1ccccc1Cl	101	2	-8	-7	-16	1.0	27	99	102	0	4
Cc1ccc(C)c(CSc2nc(-c3ccco3)nc3c2c(=O)n(C)c(=O)n3C)c1	108	2	.	-8	-14	0.5	18	101	106	0	6
COc1ccc(NC(=S)NCCC(c2ccccc2)c2ccccc2)c(OC)c1	104	21	6	10	7	1.1	33	101	101	-6	10
COc1cc(Br)c(C(C)NC(=O)c2ccc(C)cc2)cc1OC (stereo not given)	104	1	-4	6	-18	0.2	11	100	106	0	15
Nc1ccc2oc(-c3cc(Br)ccc3Cl)nc2c1	94	14	.	8	3	0.6	30	100	97	-1	11
CC(C)(C)[C@H]1C=C(C(=O)Nc2ccccc2)O[C@@H](OCc2ccc(CO)cc2)C1	104	13	-33	-23	-1	1.4	17	99	101	1	6
FC(F)(F)c1cc(-c2cccs2)nc(-n2cc(Br)cn2)n1	95	6	.	-3	-7	0.5	8	101	99	-1	9
O=C(/C=C/c1ccccc1)NCc1cccnc1	100	1	-14	8	-49	0.3	11	101	97	0	12
COc1ccccc1C1CCN(c2ccc([N+](=O)[O-])cn2)CC1	?	.	-1	0	-14	.	.	106	110	.	5
Cc1cccc(CN2C(=O)N/C(=C/c3ccc(C)s3)C2=O)c1	96	2	.	10	-8	0.9	16	99	102	-1	8
Cc1ccc(/C=C2\SC(=S)N(CCCC(=O)Nc3nccs3)C2=O)cc1	97	-2	24	0	10	-0.6	10	97	91	-2	9
CCO[C@@H]1OC(C(=O)O)=C[C@H](c2ccc(C(F)(F)F)cc2)[C@H]1CCCO	107	2	.	-27	-3	0.1	17	98	100	2	5
CC1=C(C)[N+](=O)C2CCCCC2N1[O-] (stereo not given)	106	1	-10	-5	-5	0.3	12	100	104	-1	41

A section taken from the entries so far:
structure	RGS7-Gao reg	ABCG2 block	Pf gamet viab	Mcl1-Noxa inh	Mcl1-Bid inh	ABCB1 inh	GSH bead fluor	RGS8-Gao	RGS4-Gao reg	Bim-Mcl-1	Avidin fluor
CCO[C@@H]1OC(C(=O)O)=C[C@H](c2ccc(C(F)(F)F)cc2)[C@H]1CCCO	107	2	.	-27	-3	0.1	17	98	100	2	5
CC1=C(C)[N+](=O)C2CCCCC2N1[O-] (stereo not given)	106	1	-10	-5	-5	0.3	12	100	104	-1	41

(next part)
structure	RGS7-Gao reg	ABCG2 block	Pf gamet viab	Mcl1-Noxa inh	Mcl1-Bid inh	ABCB1 inh	GSH bead fluor	RGS8-Gao	RGS4-Gao reg	Bim-Mcl-1	Avidin fluor
Cc1c(C(=O)N(Cc2ccc(N(C)C)cc2)C2CCS(=O)(=O)C2)oc2ccccc12 (stereo not given)	?	.	3	0	-45	.	.	100	99	.	3
COc1ccc(OC)c(NC(=O)N2CCCC(CNS(=O)(=O)c3cccs3)C2)c1 (stereo not given)	102	10	-8	0	-55	1.3	24	105	101	2	9
Cc1ccc(S(=O)(=O)Cn2nnnc2C(c2ccc(F)cc2)N2CCC(C(N)=O)CC2)cc1 (stereo not given)	98	0	.	13	-2	-0.1	43	98	105	0	6
O=C(NCCC1=CCCCC1)C1CCN(S(=O)(=O)c2cccc3nonc23)CC1	86	10	-1	15	-17	0.7	12	89	88	5	12
CCN(CC)S(=O)(=O)c1ccc(C(=O)Nc2nnc(-c3ccco3)o2)cc1	91	0	2	-18	-40	-0.6	22	93	93	0	8
Cc1cc(C)c(S(=O)(=O)c2ccccc2)c(N(C)C)n1	98	1	.	4	8	0.4	23	100	100	-2	14
O=C(N/N=C/c1ccc(O)cc1)c1ccc(NC(=O)c2ccccc2Br)cc1	96	-1	.	7	-18	-0.4	14	97	97	2	11
COCCOC(=O)c1[nH]c2c(c1C)C(=O)CC(c1ccc(N(C)C)cc1)C2 (stereo not given)	99	-1	3	32	-23	-0.2	22	100	100	-2	15
Cc1cccc(-n2c(SCC(N)=O)nc3c(c2=O)C2(CCCCC2)Cc2ccccc2-3)c1	85	7	-16	1	-6	6.7	11	82	83	0	6
CN(CC(O)COc1c(F)cc(Br)cc1F)C1CCCCC1 (stereo not given)	103	-2	-14	16	9	1.1	7	115	107	-2	5
CN(C1CCCCC1)S(=O)(=O)c1ccc(NC(=O)c2ccco2)cc1	98	4	14	11	13	0.8	32	101	98	-1	5
CCCOc1ccc(CCN2CCC(=O)NC2=O)cc1C	100	2	7	-4	-39	0.3	4	101	105	0	8
COc1ccc(-n2c3c(c(=O)[nH]c2=O)C(NC(C)=O)(C(F)(F)F)C(=O)N3)cc1 (stereo not given)	102	2	7	15	-11	0.8	8	95	99	0	16
O=C(CSc1nc(-c2ccccc2)c(-c2ccccc2)o1)Nc1nncs1	92	5	.	-5	-11	-0.2	11	97	95	7	37
O=C(CN1CCOc2ccccc21)NCc1ccccc1	76	10	.	10	-15	0.7	13	91	79	0	5
O=C(c1cccs1)N1CCN(Cc2ccccn2)CC1	106	1	.	21	22	0.3	12	100	103	0	11
Cc1c(-c2cccs2)[n+](=O)c2c(n1[O-])CCC2	97	4	.	1	10	0.9	46	95	98	-4	5
CCCCC(=O)c1c(C)cc(C)[nH]c1=O	100	1	.	6	-8	0.3	63	100	102	0	7
CC(C)C[C@H](NC(=O)c1nc[nH]c1C(=O)NC1CCN(C(=O)OC(C)(C)C)CC1)C(=O)OC(C)(C)C	98	6	-3	-52	3	6.3	18	99	97	-2	7
O=C(O)CCC(=O)N1CCN(c2nc(-c3ccccc3Cl)c3cc(Br)ccc3n2)CC1	102	2	.	0	8	0.6	58	106	103	0	24
COc1ccc(/C=N/NS(C)(=O)=O)c(OC)c1	101	1	4	4	-25	0.6	17	103	100	0	17
Cc1nc2sc(C(N)=O)c(N)c2c2c1CCCC2	?	.	-16	30	-39	.	.	102	115	.	14
ONC(=Nc1ccccc1)c1ccc(Cl)cc1	94	0	1	-11	-3	0.2	14	95	97	-1	33
CCOc1ccc(CN(C)CC(=O)c2c(N)n(Cc3ccccc3)c(=O)n(CC)c2=O)cc1OC	98	2	14	16	4	0.9	12	103	100	0	13
COCC(=O)Nc1nnc(COc2ccc(Cl)cc2)s1	99	8	.	-7	1	0.8	13	105	102	0	5
Cc1sc(NC(=O)C2C3CCC(C3)C2C(=O)O)c(C(N)=O)c1-c1ccc(C(C)(C)C)cc1 (stereo not given)	98	0	9	15	-47	0.2	9	100	101	-2	17
CCc1nc2scc(-c3cccs3)c2c(=O)o1	97	0	.	18	-53	0.1	23	100	99	-1	20
O=C(NCCc1c[nH]c2ccc(Cl)cc12)c1ccc([N+](=O)[O-])cc1	?	.	1	28	-7	.	.	112	112	.	9
CCOC(=O)C(C)(C)Sc1nc2c(cnn2-c2ccc(C)cc2)c(=O)[nH]1	104	19	.	-9	13	1.8	63	107	111	-1	7
Cc1csc2ncnc(NCCc3ccccn3)c12	99	4	-7	1	-2	0.2	14	103	99	0	8
COc1ccc(C(C)=O)cc1COc1ccccc1[N+](=O)[O-]	103	2	7	20	8	0.6	13	104	105	-2	34
O=C(NC(=S)Nc1ccc(CN2CCOCC2)cc1)c1ccc(-c2ccc(Cl)cc2)o1	?	.	16	12	-42	.	.	104	96	.	4
CCCCC(=O)Nc1cccc(-c2csc(-c3ccccc3)n2)c1	100	2	.	12	9	-0.1	6	103	98	0	3
COc1ccc(CNC(=O)c2cc(-c3ccccc3OC)on2)cc1	105	2	.	-8	4	0.6	13	104	103	-3	42
FC(F)(F)c1ccc(-n2cn[nH]c2=S)cc1	?	.	-17	-8	-54	.	.	100	100	.	9
NC(=O)NC(CC(=O)NCCCc1ccccc1)c1ccccc1Cl (stereo not given)	106	0	7	1	-13	0.4	11	101	100	-1	12
